# Tau FP inhib: inhibitors of human tau fibril formation; P10636; K18 P301L tau heparin fibrillization, Alexa594 FP, 6 h; Potency, µM (titrated, usually from 57.7 µM), without a hit: top-dose activity, negative = inhibition, usual class: inhibitors; 0.39% of 280,000 active; AID 1468; note: % is set by controls: 0 for no effect and ±100 for the full control effect; nearly all actives have a fitted effect of over 55% in size
# Target sequence (P10636 561-689 P618L limits assumed): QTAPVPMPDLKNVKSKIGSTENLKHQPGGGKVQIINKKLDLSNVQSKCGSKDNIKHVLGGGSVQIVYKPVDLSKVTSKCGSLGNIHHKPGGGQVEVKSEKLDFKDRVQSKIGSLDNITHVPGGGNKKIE
#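 FP of Alexa 594-tau after heparin (20 uM) induction. Substrate: human K18 P301L, 15 uM unlabeled, 0.24 uM labeled. Buffer 100 mM sodium acetate pH 7. 6 hr, 37 C.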
# TexasRed fluor: Texas Red fluorescence interference in TRb-SRC2 counter-screen; TRb/SRC2 Texas Red total fluorescence interference; Potency, µM (titrated, usually from 106 µM), inactives show at the highest dose fluorescence change, negative = quenching; 0.29% of 280,000 active; active = well fitted curve in either direction with a large enough effect; inconclusive = small, poorly fitted or top-dose-only effect; note: % is set by controls: 0 for no effect and ±100 for the full control effect
#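 Flags fluorescent or light-absorbing compounds by total fluorescence, S + 2P, at 555 nm excitation and 632 nm emission. Mixture: 20 nM Texas Red SRC2 peptide, 0.6 uM human TRb LBD, 1 uM T3, 5% DMSO; compound exposure 5 h at ambient temperature.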
# Tau fluor counter: counter-screen for tau fibril formation inhibitors; 0.93% of 280,000 active; Potency, µM (doses to about 57.7 µM), without a hit: top-dose activity change, negative = decrease; tau K18 P301L Alexa594 fluorescence, heparin fibrillization; AID 1463; note: % is set by controls: 0 for no effect and ±100 for the full control effect; nearly all actives have a fitted effect of over 55% in size
#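 Human tau K18 P301L (15 uM unlabeled, 0.24 uM Alexa 594-labeled) in 100 mM sodium acetate pH 7 with 20 uM heparin, 6 hr at 37 C. ThT 30 uM added, 1 hr ambient; Alexa 594 FP and total fluorescence read at 555/632 nm.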
# RECQ1 inh: RECQ1 (human) helicase inhibition | P46063 | RECQ1 DNA unwinding, red fluorescence kinetic read | Potency, µM (series often up to 57.3 µM), inactives show at the highest dose activity, negative = inhibition, actives largely listed as inhibitors | 0.54% of 240,000 active | AID 2549;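 note: plate controls were vehicle for no effect and no enzyme for full effect; nearly all actives have a fitted effect of over 30% in size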
#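 RECQ1T1 50 nM; forked duplex (20 bp + 30-nt ss tails) 200 nM, ATP 2 mM final; pH 8.0, 2 mM MgCl2, 2.5 ug/ml poly(dI-dC); 15 min compound preincubation; discontinuous kinetic read over 2 h at RT.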
# TRb SRC2 PPI: disrupts binding of human TR beta to SRC2; 0.065% of 280,000 active; Potency, µM (titrated, usually from 106 µM), inactives show at the top dose activity change, negative = inhibition, usual class: inhibitors; P10828; TRbeta-SRC2 peptide binding, fluorescence polarization; receptor liganded with 1 µM T3;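 note: plate controls were bound peptide for no effect and peptide without receptor for full effect; nearly all actives have a fitted effect of over 50% in size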
# Target sequence (P10828 whole entry, looked up): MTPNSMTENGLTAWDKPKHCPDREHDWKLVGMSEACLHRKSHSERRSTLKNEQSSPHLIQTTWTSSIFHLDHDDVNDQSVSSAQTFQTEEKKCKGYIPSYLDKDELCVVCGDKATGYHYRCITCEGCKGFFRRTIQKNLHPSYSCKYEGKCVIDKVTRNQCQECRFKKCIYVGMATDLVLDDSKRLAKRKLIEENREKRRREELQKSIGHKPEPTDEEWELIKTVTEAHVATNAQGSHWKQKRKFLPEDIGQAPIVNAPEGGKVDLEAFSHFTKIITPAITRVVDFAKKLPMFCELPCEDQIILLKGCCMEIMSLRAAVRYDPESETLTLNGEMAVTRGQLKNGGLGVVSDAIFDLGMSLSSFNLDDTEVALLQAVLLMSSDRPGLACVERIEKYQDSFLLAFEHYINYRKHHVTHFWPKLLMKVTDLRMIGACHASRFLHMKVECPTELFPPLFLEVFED
#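 A fluorescence polarization screen tested compounds at multiple concentrations against complex formation between 0.6 uM TRb ligand-binding domain and 20 nM Texas Red SRC2 peptide, with 1 uM T3 present; readout after 5 hr.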
# HTT ATP protect: Huntington cell model cytoprotection by ATP luminescence | PC12 HTT-Q103 induced, cytoprotection, ATP luminescence, 40 h | Potency, µM (doses to about 56.4 µM), without a hit: cytoprotection (ATP increase), hits mostly activators | AID 1471 | 0.14% of 230,000 active;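 note: % of control where 0% means no effect; nearly all actives have a fitted effect of over 45% in size; toxic huntingtin expression switched on by the ecdysone agonist tebufenozide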
#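 Stable PC12 Q103-GFP cells in serum-supplemented, phenol red-free DMEM; induction by tebufenozide at 100 nM final; compound dose series; cell viability quantified luminescently from ATP.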
# L3MBTL1 inh: inhibitors of human L3MBTL1; AlphaScreen L3MBTL1–H3K9me1 peptide binding; Potency, µM (doses to about 57.1 µM), for the others: top-dose activity, negative = inhibition, usual class: inhibitors; 0.66% of 230,000 active; note: % is set by controls: 0 for no effect and ±100 for the full control effect; nearly all actives have a fitted effect of over 60% in size
#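 AlphaScreen proximity signal between nickel-chelate acceptor and streptavidin donor beads (final 10 ug/mL) reports binding of 50 nM L3MBTL1 to 75 nM biotin-H3 K9me1 peptide; complex incubated with compounds 30 min at room temperature; cefsulodin titration as control.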
# Tau ThT inhib: tau fibrillization inhibition (ThT binding); P10636; recombinant tau K18 P301L (four-repeat tau fragment), heparin-induced fibrillization, ThT fluorescence; Potency, µM (doses to about 57.4 µM), for inactives: at the highest dose activity, negative = inhibition, actives largely listed as inhibitors; 2.1% of 270,000 active; AID 1460; note: % is set by controls: 0 for no effect and ±100 for the full control effect; nearly all actives have a fitted effect of over 55% in size
#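 Recombinant human tau K18 fragment […] carrying P301L, 15 uM unlabeled plus 0.24 uM Alexa 594-labeled, was fibrillized with 20 uM heparin in 100 mM sodium acetate pH 7 for 6 hr at 37 C; 30 uM ThT fluorescence read after 1 hr.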
# Numbers without * were called inactive; i = inactive; u = inconclusive; x = no result given; [ ] = another dose, or the depositor's remark. Unless noted, calls come from the whole dose curve; as a rule, active = well fitted curve in the direction sought with a large enough effect; inconclusive = small, poorly fitted or top-dose-only effect, or another doubt; inactive = no such curve, though single readings can be large; an effect the other way counts as inactive or inconclusive. Potency is the fitted concentration of half-maximal effect. Not all compounds are listed; rates above refer to the full screens.
cpd	Compound	Tau FP inhib	TexasRed fluor	Tau fluor counter	RECQ1 inh	TRb SRC2 PPI	HTT ATP protect	L3MBTL1 inh	Tau ThT inhib
1	Cn1ccc(C(=O)N/N=C/c2ccccc2[N+](=O)[O-])n1	-4.7%	-0.7%	-12.4%	-2.9%	-4.9%	-9.8%[10 µM]	-0.5%	-10.9%
2	CCSc1c(C(=O)NC)ccc2c1C(=O)c1ccccc1C2=O	6.4%	-5.5%	-8.6%	i	-3.9%	-1.3%	-0.2%	u
3	O=C(CCCn1c(=S)[nH]c2ccccc2c1=O)N1CCOCC1	1.8%	-0.7%	-3.6%	-15.9%	0.9%	-7.1%	6.2%	-3.2%
4	Cc1cccc(N(CC(=O)NCCSCc2ccc(Cl)cc2)S(C)(=O)=O)c1C	1.8%	-1.8%	-24.2%	x	13.3%	x	x	-13.7%
5	Cc1ccc(C(=O)NCCc2ccc(S(N)(=O)=O)cc2)cc1-n1cnc2cccnc21	-2.2%	0.5%	1.8%	x	-0.6%	x	x	5.5%
6	COc1ccc(CNc2nc(-c3cccnc3)nn2S(C)(=O)=O)cc1	-8.0%	-3.6%	-5.8%	-1.7%	0.5%	-13.4%	u	-5.3%
7	COC(=O)c1ccc(N2C(=O)CC(SCCN)C2=O)cc1 (configuration not stated)	-5.6%	-1.7%	0.5%	-10.5%	-9.7%	12.6%[10 µM]	4.2%	-1.6%
8	COc1cccc(N2CCN(C(=O)c3ccc(NC(=O)c4nsc5ccccc45)cc3)CC2)c1	4.7%	-2.2%	-29.0%	x	-4.8%	x	x	u
9	O=C(NCc1ccccc1)c1cccc(N2CCCS2(=O)=O)c1	4.0%	-2.8%	-8.9%	x	-0.7%	x	x	-4.0%
10	Nc1c(C(=O)O)sc2nc3c(cc12)CCCC3	1.4%	-6.1%	-5.2%	i	-3.1%	-8.0%[10 µM]	x	x
11	CCOc1ccc(NC(=O)c2ccc(NC(=O)c3ccc(CN4CCOCC4)cc3)cc2)cc1	-1.5%	-0.6%	-9.6%	i	4.8%	17.8%[10 µM]	x	-13.0%
12	CC(C)c1nn2c(=O)cc(COC(=O)c3ccccc3Cl)nc2s1	-5.4%	0.4%	-2.4%	x	-2.8%	x	x	-13.8%
13	Cc1cc(C)nc(N2CCCC(C(=O)Nc3nnc(C)s3)C2)n1 (configuration not stated)	-9.0%	-1.2%	-2.3%	-6.8%	-7.9%	7.3%[10 µM]	4.2%	-14.5%
14	CCc1c(C)nc(N)n2c(SCC(=O)N3CCCC(C)C3)nnc12 (configuration not stated)	u	-2.1%	7.3%	-7.2%	-10.3%	-12.7%	-2.2%	3.9%
15	Cc1ccsc1C1C(C#N)=C(N)OC2=C1C(=O)CC(C)C2 (configuration not stated)	-2.1%	-0.5%	-14.4%	-0.4%	-0.4%	-14.9%	x	-13.2%
16	O=C(Nc1cccc2ncccc12)c1ccc(F)cc1	-0.3%	-1.5%	2.0%	-0.5%	-7.0%	23.2%[10 µM]	4.8%	3.4%
17	Cc1ccccc1C(=O)Oc1cc(-c2ccc3c(c2)OCO3)cc(=O)c2c(C)oc(C)c12	3.2%	3.0%	-12.2%	x	0.4%	x	x	u
18	O=C1CC(c2nc3ccccc3[nH]2)CN1c1ccccc1F (configuration not stated)	1.5%	-1.7%	5.1%	i	7.1%	5.3%	8.6%	1.0%
19	CN1CCN(S(=O)(=O)c2ccc(NC(=S)NC(=O)C3CCCC3)cc2)CC1	-6.6%	-0.7%	-13.7%	-4.0%	0.7%	-28.4%	x	-0.8%
20	O=C(Nc1cccc(OCc2cc(=O)n3ccccc3n2)c1)c1ccccc1Br	-8.5%	-1.8%	-12.0%	x	-0.8%	x	x	-4.2%

# Reprinted from the part before: 5 compounds, then new ones.
# Values run as follows: Tau FP inhib | TexasRed fluor | Tau fluor counter | RECQ1 inh | TRb SRC2 PPI | HTT ATP protect | L3MBTL1 inh | Tau ThT inhib
[16] O=C(Nc1cccc2ncccc12)c1ccc(F)cc1
→ -0.3% | -1.5% | 2.0% | -0.5% | -7.0% | 23.2%[10 µM] | 4.8% | 3.4%
[17] Cc1ccccc1C(=O)Oc1cc(-c2ccc3c(c2)OCO3)cc(=O)c2c(C)oc(C)c12
→ 3.2% | 3.0% | -12.2% | x | 0.4% | x | x | u
[18] O=C1CC(c2nc3ccccc3[nH]2)CN1c1ccccc1F (configuration not stated)
→ 1.5% | -1.7% | 5.1% | i | 7.1% | 5.3% | 8.6% | 1.0%
[19] CN1CCN(S(=O)(=O)c2ccc(NC(=S)NC(=O)C3CCCC3)cc2)CC1
→ -6.6% | -0.7% | -13.7% | -4.0% | 0.7% | -28.4% | x | -0.8%
[20] O=C(Nc1cccc(OCc2cc(=O)n3ccccc3n2)c1)c1ccccc1Br
→ -8.5% | -1.8% | -12.0% | x | -0.8% | x | x | -4.2%
[21] O=C(CN1CCC(O)(c2ccccc2)CC1)Nc1ccc2c(c1)OCCO2
→ -4.5% | -0.6% | -4.2% | i | -4.5% | 37.4%[10 µM] | 0.8% | -3.8%
[22] CCc1nc(C)cn1S(=O)(=O)c1cc(OC)c(C)cc1C
→ 3.8% | 1.1% | -4.0% | -1.4% | 7.8% | 16.3%[10 µM] | -5.0% | -3.9%
[23] CNC(=O)c1ccccc1S(=O)c1ccccc1C#N (configuration not stated)
→ -4.6% | 4.5% | -5.5% | -14.6% | -1.9% | -8.3% | 3.8% | 3.1%
[24] NC1=NC(=O)/C(=C/c2ccccc2OS(=O)(=O)c2ccccc2)S1
→ u | -2.8% | 12.2% | 1.6% | -2.1% | 33.8%[10 µM] | -6.0% | 4.8%
[25] COc1ccc(S(=O)(=O)NCC2CCCN(Cc3ccc(C)o3)C2)cc1 (configuration not stated)
→ 11.4% | -3.1% | 0.3% | i | -1.5% | -11.5%[10 µM] | -4.9% | 2.7%
[26] O=[N+]([O-])c1cccc(/C=C/c2ccncc2)c1
→ 3.1% | -3.8% | -10.8% | 21.7% | -2.7% | 7.2%[10 µM] | x | x
[27] CCC(=O)Nc1ccc(-c2nn3c(C)nnc3s2)cc1C
→ -2.0% | -4.9% | -1.6% | -7.3% | 1.0% | 6.6% | x | -7.8%
[28] O=C(NNc1ccccc1[N+](=O)[O-])NC1CCCCC1
→ -2.3% | -4.2% | 2.3% | -5.5% | 0.0% | -7.6% | 12.8% | -10.0%
[29] COc1ccc(C2C(C(=O)O)c3ccccc3C(=O)N2C)cc1Br (configuration not stated)
→ -1.8% | 0.1% | 2.9% | 11.4% | 11.3% | 7.8% | 0.0%[11.4 µM] | -0.2%
[30] O=C(COC(=O)c1ccccc1Cc1ccccc1)Nc1ccc(SC(F)F)cc1
→ 25.1µM* | 0.1% | u | -12.6% | -4.8% | 16.2%[10 µM] | 26.9% | 2.6%
[31] O=C(Cn1cc([N+](=O)[O-])cn1)N1CCc2ccccc2C1
→ -4.3% | -3.8% | 0.9% | i | -2.3% | -7.1% | -1.1%[11.4 µM] | -1.8%
[32] Cc1ccc(S(=O)(=O)N2CCCCC2)cc1NC(=O)C1CCCO1 (configuration not stated)
→ 10.6% | -1.9% | 0.5% | -0.1% | -4.2% | -19.5% | 2.4% | 1.3%
[33] Cc1cc(C(=O)NNC(=S)NCC(C)C)cs1
→ -6.3% | 1.6% | 2.1% | -0.3% | 1.6% | 2.9%[10 µM] | 8.6% | 1.8%
[34] Cc1ccc2c(c1)c1cccc3c1n2CCN3CCC(N)=O
→ u | -0.7% | u | 4.9% | 7.9% | -14.2% | x | 11.2µM*
[35] O=C(COc1ccccc1)Nc1ccc2[nH]c(=O)[nH]c2c1
→ -0.1% | -1.5% | -13.6% | i | -5.3% | -1.0% | 3.7% | u
[36] CCN(C(=O)CN1CCN(Cc2ccccc2)CC1)c1c(N)n(Cc2ccccc2)c(=O)[nH]c1=O
→ 2.8% | -1.7% | -0.7% | i | 4.6% | -7.5% | x | -3.6%
[37] CC1(C)C(=O)C2(CCCCC2)C(=O)OC1c1cccs1 (configuration not stated)
→ -3.5% | -4.2% | -14.2% | -4.9% | -1.9% | 11.3% | x | -11.7%
[38] CC(=O)N1CCN(c2ccccc2NC(=O)COc2ccccc2C)CC1
→ -2.6% | -0.7% | -13.3% | i | -7.3% | x | -4.8% | -6.8%
[39] Cc1ccc(CSCCNC(=O)CN(c2ccccc2)S(C)(=O)=O)cc1
→ 6.8% | -1.2% | -1.3% | i | -5.5% | -6.2% | 5.8% | 1.4%
[40] c1ccc(SCc2nc(-c3ccncc3)no2)cc1
→ -0.7% | 6.5% | -9.2% | i | -7.5% | -8.8% | -4.9%[11.4 µM] | -8.9%
[41] Fc1cccc(Cl)c1-c1nnc2ccc3ccccc3n12
→ -7.0% | -2.6% | 3.4% | i | -3.2% | -55.4%[inhibitor] | -0.8% | -10.8%
[42] Cc1nn(-c2ccccc2)c2[nH]c(C(F)(F)F)cc(=O)c12
→ 0.6% | -0.1% | -6.6% | 12.1% | 3.4% | -20.3% | x | -6.2%
[43] COc1ccc(C(C)NC(=O)C2C(=O)NC3(C)CC2c2ccccc2O3)cc1 (configuration not stated)
→ 8.6% | -2.2% | -8.7% | -1.3% | 3.5% | -1.3% | 0.6% | -14.1%
[44] CS(=O)(=O)N1N=C(c2ccc(Br)cc2)CC1c1cccs1 (configuration not stated)
→ -2.5% | 2.2% | -18.5% | i | 3.1% | 4.3% | x | -15.7%
[45] Cc1cccc(-n2c(C)nc3cc(C(=O)NC4CCCCCC4)ccc32)c1
→ -5.0% | -0.5% | -9.9% | x | 1.2% | x | x | -15.3%
[46] O=C(Nc1nnc(-c2ccc(F)cc2)s1)Nc1ccccc1F
→ -10.1% | -3.8% | -4.3% | -8.6% | 7.3% | -5.2%[10 µM] | x | x
